PMI inhibitors: inhibitors of human PMI, primary screen, biochemical, fluorescence intensity, coupled assay (AID 1209); purified PMI enzyme, coupled fluorescence intensity; higher % means a stronger effect; Mannose-6-phosphate isomerase (Homo sapiens); actives 0.42% (n = 190,000); one-dose inhibition, % at 20 µM; IC50 in µM for titrated hits;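 further: plate controls were DMSO vehicle for no effect and wells lacking substrate for full effect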
CSM14.1 death rescue: rescue of cells from ER stress-induced death, primary screen, 384-well, CSM14.1, thapsigargin, ATP luminescence (AID 1222) | CSM14.1 thapsigargin-induced death rescue, ATP luminescence; higher % means a stronger effect | cellular ATP content (survival), % at 20 µM; hits with a dose series show EC50 in µM | 190,000 tested, under 10 active;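 active means EC50 below 50 µM in the dose-response confirmation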;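 further: death triggered by thapsigargin at about 15 µM added after 2 h compound pretreatment; cell ATP read after overnight thapsigargin exposure of roughly 18 to 22 hours; normalized against plate controls of thapsigargin alone and 5% DMSO vehicle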
Myeloid diff MLP: induction of myeloid progenitor differentiation, primary screen, cell-based, flow cytometry, MLPCN library; ER-HoxA9 myeloid progenitors, lysozyme-GFP differentiation; calls only at 10 µM; actives 1% (n = 360,000);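 active means normalized GFP-positive differentiation at or above the plate's own cutoff, the solvent-only control mean plus 3 SD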;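 further: cells exposed to compound for four days before flow analysis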
WT yeast gro inh: growth inhibition of WT strain, primary screen, mitochondrial fusion inhibitor project, WT and mutant strains, chemical genetic; inhibition, % at 10 µM; mitochondrial fusion phenotypic screen; actives 2.1% (n = 190,000); AID 1362, 2008; in the data active means inhibition above about 58%; tested in S. cerevisiae
Hep lipid drop: inhibitors of hepatocyte lipid droplet formation, primary screen, imaging, high-throughput imaging, BODIPY stain | AML12 mouse hepatocytes, oleate lipid droplets | inhibition, % at 6.5 µM | actives 0.4% (n = 240,000);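 active means lipid droplet intensity inhibited by at least 50%, with more than 500 cells counted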
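Test system: AML12 hepatocytes (mouse); reagent: oleate loading, 100 µM; dosing: one dose, 6.5 µM compound; incubation: overnight exposure; signal: fluorescence imaging, 20x objective, two fields per well; read-out basis: % inhibition of corrected integrated BODIPY droplet signal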
TNAP activation fold: human TNAP enzyme activators, primary screen, biochemical, luminescent, no phosphate acceptor, uHTS (AID 1001); activation fold at 20 µM; hits with a dose series show EC50 in µM; actives 0.03% (n = 200,000); Alkaline phosphatase, tissue-nonspecific isozyme (Homo sapiens); purified TNAP, luminescent activation assay, no phosphate acceptor; higher activation fold means a stronger effect; in the data active means activation fold from about 3, or a potency from the dose series; inactive means the rest, 99 in 100 with activation fold below about 1.6; further: many of its hits are not listed in these tables
UTI89 phage lysis: inhibition of K1F phage lysis, E. coli UTI89, bacterial capsule biogenesis inhibitors, alamar blue (AID 488966). E. coli UTI89 K1F phage lysis, alamar blue, 2 h; higher % means a stronger effect. inhibition, % at 100 µM; hits with a dose series show IC50 in µM. actives 0.02% (n = 340,000);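 active means phage lysis inhibition, versus mean bacterial control, above a set limit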;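 further: capsule biogenesis inhibitors block K1F phage lysis so surviving cells raise fluorescence; higher fluorescence means more inhibition of phage lysis; actives were called in the ten point dose series up to 300 µM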
M1AAP inhibition: P. falciparum M1AAP inhibitors, biochemical, fluorogenic H-Leu-NHMec substrate, 1536-well (AID 1445) | Aminopeptidase N (Plasmodium falciparum (isolate 3D7)) | recombinant M1AAP, H-Leu-NHMec fluorogenic kinetic assay; higher % means a stronger effect | inhibition, % at 30 µM; hits with a dose series show IC50 in µM | actives 0.42% (n = 220,000);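 active means primary inhibition above the hit cutoff, then over 50% inhibition at one or more dose response concentrations, cut at about 23% in these data, passing the limit was not always enough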;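 further: plate controls were DMSO full reaction for no effect and no enzyme background for full effect; strong numbers were not always called active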
PMI inhibition: human PMI inhibitors, high substrate, primary screen, biochemical, fluorescence intensity, high mannose 6-phosphate (AID 1220). inhibition, % at 20 µM, or IC50 in µM where a hit was titrated. Mannose-6-phosphate isomerase (Homo sapiens). recombinant PMI enzyme, coupled fluorescence intensity; higher % means a stronger effect. actives 0.66% (n = 190,000)
WT yeast gro inh mutant strain: further read-out of WT yeast gro inh, marked with its call; inhibition, %; mitochondrial fusion phenotypic screen, mutant strain inhibition
Hep lipid drop cells 6.5 µM: further read-out of Hep lipid drop, marked with its call; cell count; measured here: cell count, cytotoxicity flag;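 cells counted across two imaged fields per well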
Myeloid diff MLP GFP+ MAC1+ %: also measured in Myeloid diff MLP; calls as there; GFP+ MAC1+ double positive, %; measured here: differentiation confirmed by MAC1 staining
* marks the source's active call; other numbers are inactive results; i = inactive; . = not tested or not shown; [ ] = remark or other dose. Unless noted, no stated cut-off is given here; in the data, active means inhibition above about 50%; inactive means the rest.

entry	SMILES	PMI inhibitors	UTI89 phage lysis	Myeloid diff MLP	M1AAP inhibition	TNAP activation fold	Hep lipid drop cells 6.5 µM	CSM14.1 death rescue	Myeloid diff MLP GFP+ MAC1+ %	PMI inhibition	WT yeast gro inh	Hep lipid drop	WT yeast gro inh mutant strain
1	O=C(CSc1nnnn1-c1ccc(O)cc1)Nc1ccc(N2CCOCC2)c(Cl)c1	5%	3.5%	i	7%	1.1	764	-3.2%	10	2%	15	10	-20
2	C/C(=N\NC(=O)CCc1ccccc1)c1ccc(Br)cc1	-10%	0.9%	i	1%	1	676	-0.7%	0.3	-9%	7	-3	8
3	CCC(C(=O)OCC(=O)Nc1ccc(Cl)c(S(=O)(=O)N(C)C)c1)c1ccccc1 (stereo unspecified)	17%	6.7%	i	0%	0.9	633	-1.8%	0.5	11%	18	-4	19
4	O=C(O)c1nn(-c2ccc(Cl)cc2)ccc1=O	15%	i	i	8%	1.1	717	-0.3%	1.7	12%	-19	8	0
5	CN1CCN(c2cc(-c3ccccc3)nc3cc(-c4ccc(F)cc4)nn23)CC1	18%	-0.2%	i	-5%	1	693	1.7%	0.7	11%	84*	0	81*
6	COC(=O)CN1CCN(C(c2ccccc2)c2ccccc2)CC1	11%	-0.1%	i	-1%	1	601	3.4%	1.9	4%	14	3	6
7	Cc1cccc(N(CC(=O)NC2CCCC2)C(=O)CS(=O)CC(=O)Nc2ccc3c(c2)OCO3)c1 (stereo unspecified)	-11%	2.1%	i	2%	1.2	.	1.3%	0.7	-4%	13	.	15
8	COc1ccc(C2c3c(oc4ccccc4c3=O)C(=O)N2c2ccc(C)cn2)cc1OC (stereo unspecified)	12%	0.6%	i	-2%	1	576	.	2.0	13%	17	3	4
9	CC1Cc2ccccc2N1C(=O)CSc1nnc(-c2ccc(S(=O)(=O)N3CCCCC3)cc2)o1 (stereo unspecified)	-3%	.	.	.	0.8	.	-0.6%	.	2%	.	.	.
10	O=C(Nc1nc(-c2cccs2)c(-c2cccs2)s1)C1(c2ccccc2)CC1	20%	0.2%	i	6%	1.1	420	0.7%	0.1	7%	-9	-24	14
11	CCN1C(=O)/C(=C/c2ccc(C)s2)NC1=S	-8%	3.1%	i	4%	0.8	830	0.3%	0.9	-12%	29	15	35
12	Cc1ccc(NC(=O)/C=C\C(=O)O)c([N+](=O)[O-])c1	-4%	2.3%[50 µM]	i	6%	1.1	551	3.0%	0.1	-8%	-2	-24	-10
13	COc1ccc(C2CCN(CC(=O)N(C)C)CC2O)cc1 (stereo unspecified)	-1%	0.0%	i	3%	1.1	727	-0.5%	0.2	9%	-22	-1	19
14	Cc1c(Cl)cccc1NC(=S)N1CCOCC1	7%	-0.1%	i	1%	1.1	647	-1.9%	0.1	0%	-17	2	-12
15	COc1ccc2c(C)cc(SCC(=O)Nc3cccnc3Cl)nc2c1	-2%	0.2%	i	3%	1.2	617	1.1%	1.2	0%	5	12	5
16	O=C(CSc1nnc(-c2ccncc2)n1Cc1ccco1)N1c2ccccc2Sc2ccc(Cl)cc21	-7%	-0.1%	i	1%	1	795	0.1%	0.9	-8%	56	-14	10
17	COC(=O)CSc1nnc(-c2ccco2)n1Cc1ccco1	-19%	1.1%	i	-2%	1.1	.	1.2%	1.1	-6%	-3	.	-10
18	O=C(CC(=O)c1ccccc1)Nc1ccc2c(c1)OCCO2	-12%	-0.3%	i	1%	1.1	.	-2.8%	0.6	5%	.	.	.
19	OCCN(CC#CCn1c2ccccc2c2ccccc21)CCO	.	0.1%	i	3%	.	687	.	0.6	.	.	-6	.
20	Cc1cc(C)n(-c2nc3c(c(=O)[nH]c(=O)n3C)n2Cc2ccccc2)n1	-3%	-0.5%	i	1%	1.1	.	1.5%	1.3	-6%	4	.	15
21	CCn1cc([N+](=O)[O-])c(C(=O)NCc2ccc(Cl)cc2)n1	-2%	0.5%	i	9%	1.1	695	0.9%	0.8	-5%	-10	-2	-3
22	C=CCN(C#N)c1nc(OC)nc(N2CCCC2)n1	16%	0.8%	i	-1%	1.2	.	-0.7%	0.9	32%	22	.	13
23	Cc1occc1C(=O)NN=C1C2CC3CC(C2)CC1C3	-3%	0.1%	i	5%	1	778	-2.2%	0.5	-4%	-1	5	-5
24	CCn1c(SCC(=O)N2CCCCC2)nc(O)cc1=O	0%	1.9%	i	5%	1.2	.	4.9%	0.2	-1%	13	.	-3

Of the compounds above, these have a furan ring, fused or not:
entry	SMILES	PMI inhibitors	UTI89 phage lysis	Myeloid diff MLP	M1AAP inhibition	TNAP activation fold	Hep lipid drop cells 6.5 µM	CSM14.1 death rescue	Myeloid diff MLP GFP+ MAC1+ %	PMI inhibition	WT yeast gro inh	Hep lipid drop	WT yeast gro inh mutant strain
16	O=C(CSc1nnc(-c2ccncc2)n1Cc1ccco1)N1c2ccccc2Sc2ccc(Cl)cc21	-7%	-0.1%	i	1%	1	795	0.1%	0.9	-8%	56	-14	10
17	COC(=O)CSc1nnc(-c2ccco2)n1Cc1ccco1	-19%	1.1%	i	-2%	1.1	.	1.2%	1.1	-6%	-3	.	-10
23	Cc1occc1C(=O)NN=C1C2CC3CC(C2)CC1C3	-3%	0.1%	i	5%	1	778	-2.2%	0.5	-4%	-1	5	-5

Following part.
entry	SMILES	PMI inhibitors	UTI89 phage lysis	Myeloid diff MLP	M1AAP inhibition	TNAP activation fold	Hep lipid drop cells 6.5 µM	CSM14.1 death rescue	Myeloid diff MLP GFP+ MAC1+ %	PMI inhibition	WT yeast gro inh	Hep lipid drop	WT yeast gro inh mutant strain
25	C=CCN1C(c2ccccc2)=CS/C1=C(/C#N)c1nnc(N2CCOCC2)n1-c1ccccc1	1%	-0.5%	i	8%	1.1	682	0.4%	0.6	-3%	-14	14	-3
26	CCN(CCNC(=O)CC1Oc2ccccc2NC1=O)c1ccccc1 (stereo unspecified)	-3%	-6.1%	i	3%	1.1	.	1.3%	4.1	9%	6	.	-3
27	Cc1ccc(C)c(N2CCN(C(=O)C3CCN(c4nc(C)cc(C)n4)CC3)CC2)c1	18%	0.5%	i	8%	1	707	2.3%	3.7	12%	67*	-10	18*
28	O=C(c1cccc(Br)c1)N1CCN(S(=O)(=O)N2CCOCC2)CC1	1%	-0.6%	i	3%	1	700	1.2%	0.5	0%	-8	8	0
29	Cc1cc(C)n(-c2cc(Oc3ccccc3)ncn2)n1	14%	0.8%	i	11%	1.1	714	-3.0%	0.7	12%	24	4	16
30	C=CCSc1nnnn1-c1ccc(OC)cc1	-1%	0.2%	i	-4%	1.1	777	-3.0%	1.5	-1%	7	-1	11
31	CC(C)(C)NC(=O)CN(C(=O)C(=O)Nc1ccc2c(c1)OCCO2)C(C)(C)C	-3%	-0.3%	i	5%	1.1	622	1.0%	0.6	-4%	-13	16	0
32	COC(=O)C1CCN(C(=O)Nc2ccc(OC)cc2)CC1	-8%	1.5%	i	7%	1	.	-0.6%	0.6	-9%	1	.	-3

Of the compounds above, two have a cyano group:
entry	SMILES	PMI inhibitors	UTI89 phage lysis	Myeloid diff MLP	M1AAP inhibition	TNAP activation fold	Hep lipid drop cells 6.5 µM	CSM14.1 death rescue	Myeloid diff MLP GFP+ MAC1+ %	PMI inhibition	WT yeast gro inh	Hep lipid drop	WT yeast gro inh mutant strain
22	C=CCN(C#N)c1nc(OC)nc(N2CCCC2)n1	16%	0.8%	i	-1%	1.2	.	-0.7%	0.9	32%	22	.	13
25	C=CCN1C(c2ccccc2)=CS/C1=C(/C#N)c1nnc(N2CCOCC2)n1-c1ccccc1	1%	-0.5%	i	8%	1.1	682	0.4%	0.6	-3%	-14	14	-3

Additional entries.
entry	SMILES	PMI inhibitors	UTI89 phage lysis	Myeloid diff MLP	M1AAP inhibition	TNAP activation fold	Hep lipid drop cells 6.5 µM	CSM14.1 death rescue	Myeloid diff MLP GFP+ MAC1+ %	PMI inhibition	WT yeast gro inh	Hep lipid drop	WT yeast gro inh mutant strain
33	Cc1ccc(S(=O)(=O)N2CCCN(S(=O)(=O)C3CCS(=O)(=O)C3)CC2)cc1 (stereo unspecified)	7%	0.8%	i	4%	1	666	.	7.3	6%	0	-20	8
34	C=CCn1c(Cc2cccs2)nnc1SCC(=O)c1ccc(F)cc1	-15%	0.1%	i	6%	1	.	2.6%	0.8	-6%	-3	.	13
35	COCC(C)NC(=O)c1cc(OC)cc(OC)c1 (stereo unspecified)	10%	0.2%	i	13%	1	660	0.4%	1.2	6%	8	10	7
36	C=C(C)CN1CCN(c2ccc(N3C(=O)CCCC3=O)cc2[N+](=O)[O-])CC1	3%	-0.1%	i	6%	1	660	-0.5%	0.9	4%	-6	-3	4
37	Cc1ccc2[nH]c(=O)c(CN(CCCO)S(=O)(=O)c3cccc4nsnc34)cc2c1	0%	0.4%	i	13%	1.1	.	3.1%	4.1	2%	-12	.	-39
38	CCOC(=O)C1CCC(CNCc2ccc(Cl)cc2)CC1 (stereo unspecified)	-10%	0.6%[50 µM]	i	6%	1	638	-3.6%	0.5	-9%	20	-1	21
39	CC(C)Nc1nc(N)c(C(=O)C23CC4CC(CC(C4)C2)C3)s1	.	-1.9%	i	12%	.	735	.	0.8	.	.	13	.
40	O=C(Nc1nc2c(s1)CN(Cc1ccccc1)CC2)C1CCCC1	10%	7.3%	i	9%	1.1	665	2.1%	0.7	44%	5	-15	5
41	Cc1ccc(CC2SC(N)=NC2=O)cc1 (stereo unspecified)	8%	0.2%	i	-1%	1.1	766	0.8%	2.0	2%	-9	7	-2
42	CCOC(=O)Cc1csc(NC(=O)Cn2cnc3c2c(=O)n(C)c(=O)n3C)n1	4%	0.8%	i	-1%	1	696	0.2%	0.3	2%	-12	15	-19
43	Cc1ccc(C)c2[nH]c(=O)c(CCNC(=O)c3ccc(S(=O)(=O)N(C)C)cc3)cc12	8%	-0.6%	i	1%	1	644	-1.7%	0.8	2%	3	-14	4

Compound activity from PubChem BioAssay.
